Screens deposited in PubChem BioAssay by National Center for Advancing Translational Sciences (NCATS).
FBPA coupling cs: counter-screen for Giardia aldolase inhibitors: coupling enzyme system; coupling enzyme system counterscreen, AmpLite Red fluorescence; activity change, negative = inhibition, % at 58.2 µM, hits read low; hit rate 0.67% among 290,000; in the data active = activity change below about -30%; note: % is set by controls: 0 for no effect and ±100 for the full control effect
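Counterscreen lacking aldolase: glyceraldehyde-3-phosphate coupling-enzyme reagent preincubated 10 min at RT with compound (at 57.5 uM final), then substrate/coupling system with AmpLite Red added; fluorescence read at 525/598 nm after 20 min RT.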
TSHR antagonist: blocks TSH signaling through the human TSH receptor; P16473; activity change, negative = inhibition, % at 11.5 µM; AID 504810; hit rate 0.2% among 330,000; TSHR-expressing cells, TSH-stimulated cAMP HTRF, 2 h; active compounds read low;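 active = activity change below a set negative limit, meaning inhibition stronger than a set level, cut at about -70% in these data; inconclusive = activity change between two set negative limits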; note: % is set by controls: 0 for no effect and ±100 for the full control effect
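Cell-based HTRF cAMP assay; TSHR cells + compound, TSH EC80 (4nM final), 2 h, 37 deg C. Lysis with anti-cAMP cryptate and cAMP-d2, 30 min RT, read 665/620 nm.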
BCR signal inh: inhibitors of chronic active B-cell receptor signaling; ABC-DLBCL IkBa-CBG/CBR reporter, luminescence ratio, 4 h; hit rate 0.05% among 340,000; Potency, µM (top dose mostly 46.1 µM), inactives show at the highest dose ratio change, negative = lower green/red ratio, hits mostly inhibitors; active = well fitted inhibition curve with a large enough effect in the signal ratio, with a control signal flat, not every such curve was filed as active; inconclusive = small, poorly fitted or top-dose-only effect, or effect the other way, or a change in a side signal; the % refers to the signal ratio;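 note: potency is the fitted concentration of half-maximal effect; plate controls were basal doxycycline-induced cells for no effect and cells given 10 µM MG132 for full effect; MG132 reads +100%, hits lower the ratio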
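Doxycycline induced both beetle luciferases in TMD8 lymphoma cells; IKK-driven degradation limits the IkappaBalpha-fused green signal, while red luminescence normalises for cell number and nonspecific effects. Compounds tested up to 46 uM, 4 hrs.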
Tb PFK block: inhibitors of T. brucei phosphofructokinase | Potency, µM (top dose mostly 57.5 µM), without a hit: at the highest dose activity, negative = inhibition, usual class: inhibitors | T. brucei PFK, ADP-Glo luminescence | O15648 | hit rate 0.17% among 330,000;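 note: potency is the fitted concentration of half-maximal effect; 0% = uninhibited 1x PFK enzyme wells and -100% = no-enzyme wells; nearly all actives have a fitted effect of over 60% in size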
Target sequence (O15648 whole entry, looked up): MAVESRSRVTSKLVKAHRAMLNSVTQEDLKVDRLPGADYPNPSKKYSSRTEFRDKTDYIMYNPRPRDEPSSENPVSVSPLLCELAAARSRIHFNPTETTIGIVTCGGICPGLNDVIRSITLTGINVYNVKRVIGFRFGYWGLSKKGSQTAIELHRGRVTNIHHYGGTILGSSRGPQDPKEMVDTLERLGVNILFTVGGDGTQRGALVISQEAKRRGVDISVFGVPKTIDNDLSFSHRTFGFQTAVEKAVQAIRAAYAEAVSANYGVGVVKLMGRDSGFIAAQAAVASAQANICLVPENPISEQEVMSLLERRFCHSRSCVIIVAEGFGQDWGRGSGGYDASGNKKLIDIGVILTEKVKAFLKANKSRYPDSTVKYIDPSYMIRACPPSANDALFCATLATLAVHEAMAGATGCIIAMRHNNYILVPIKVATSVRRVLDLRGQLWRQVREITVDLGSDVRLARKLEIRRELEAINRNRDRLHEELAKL
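Compounds were pin-transferred as a titration series up to 57 uM into substrate buffer (0.5 mM F6P, 0.1 mM ATP, pH 8.0), then 1.25 nM PFK was added and reactions ran 45 min before ADP-Glo detection.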
Giardia killer: kills Giardia lamblia; Giardia lamblia trophozoite viability; activity change, % at 7.66 µM, hits read low; hit rate 0.15% among 340,000; AID 540267; in the data active = activity change below about -80%; inconclusive = between about -30% and that limit;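 note: parasites exposed to compound for two days anaerobically before the ATP read; % is set by controls: 0 for no effect and ±100 for the full control effect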
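Media and compound were dispensed first, then trophozoites at 100 cells/well; plates sat 48 hrs at 37 deg C without oxygen before ATP luminescence reagent was added and read after 15-30 min at room temperature.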
GALK inh: blocks human galactokinase activity | Purified GALK, Kinase-Glo residual ATP luminescence | hit rate 0.007% among 270,000 | AID 1868 | P51570 | Potency, µM (titrated, usually from 57.5 µM), for the others: top-dose activity change, negative = inhibition, most hits filed as inhibitors; note: potency is the fitted concentration of half-maximal effect; % is set by controls: 0 for no effect and ±100 for the full control effect
Target sequence (P51570 whole entry, looked up): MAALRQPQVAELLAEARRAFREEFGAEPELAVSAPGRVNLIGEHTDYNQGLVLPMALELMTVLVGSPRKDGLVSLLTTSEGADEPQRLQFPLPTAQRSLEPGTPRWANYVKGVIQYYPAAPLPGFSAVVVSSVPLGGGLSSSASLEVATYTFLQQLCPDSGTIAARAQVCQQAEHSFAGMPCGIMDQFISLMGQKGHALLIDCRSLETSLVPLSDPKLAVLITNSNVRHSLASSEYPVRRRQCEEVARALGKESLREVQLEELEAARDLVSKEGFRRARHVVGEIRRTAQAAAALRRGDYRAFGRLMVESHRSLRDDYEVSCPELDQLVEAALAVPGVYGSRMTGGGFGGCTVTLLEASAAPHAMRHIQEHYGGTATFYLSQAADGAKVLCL
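ATP-depletion format; final 35 uM ATP, 100 uM D-galactose, 5 nM enzyme; pH 8.0 HEPES/Mg2+ buffer; 60 min RT; luminescence read 10 min after detection reagent.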
CXXC DNA block: inhibitors of human MLL CXXC domain-DNA interaction; Potency, µM (highest dose often 115 µM), without a hit: top-dose activity change, negative = inhibition, most hits filed as inhibitors; hit rate 0.037% among 290,000; AID 2662; MLL-CXXC / FITC-HOXA9 DNA fluorescence polarization; Q03164; active = well fitted inhibition curve with a large enough effect in the polarisation, with a control signal flat, not every such curve was filed as active; inconclusive = small, poorly fitted or top-dose-only effect, or effect the other way, or a change in a side signal; inactive = no such curve, though single readings can be large or run the other way; the % refers to the polarisation; note: potency is the fitted concentration of half-maximal effect
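Purified MLL-CXXC (added from a 7 uM solution) was preincubated 5 min at ambient with pinned compounds in 50 mM Tris-HCl pH 7.5, 50 mM NaCl, 1 mM DTT, 0.05% BSA. Fluorescein-labeled HOX-A9 DNA (50 nM solution) followed, 30 min, then polarization read.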
hERG WT inh: KCNH2 (human, wildtype) channel inhibition; Q12809; U2OS, BacMam KCNH2, thallium flux FluxOr; active compounds read low; activity change, % at 1.84 µM; hit rate 0.37% among 340,000; AID 720551;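 active = maximum activity change below -70%; inconclusive = maximum activity change between -70% and -50%; inactive = maximum activity change above -50%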; note: % is set by controls: 0 for no effect and ±100 for the full control effect
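U2OS cells transduced with wild-type KCNH2 virus are loaded with FluxOr dye for 45 min, and thallium flux is measured in kinetic reads before and after stimulation buffer. Rate constants are normalized to DMSO controls.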
AT treatment: potential ataxia-telangiectasia treatment | […] A-T fibroblasts, KAP-1 phosphorylation AlphaLISA; neocarzinostatin DNA damage 30 min before lysis | Potency, µM (top dose mostly 57.5 µM), inactives show at the highest dose activation, hits mostly activators | hit rate 0.19% among 320,000 | AID 485349; note: potency is the fitted concentration of half-maximal effect; % of control where 0% means no effect; nearly all actives have a fitted effect of over 45% in size
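ATM-like activity read as KAP-1 phosphorylation via AlphaLISA donor/acceptor antibody pairs after lysis and 6 hr at 25C. Cells were ATM-null patient fibroblasts ([…], hTERT), dosed 60 min, then exposed to the DSB inducer NCS for 30 min.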
TCR act: activators of T cell receptors. primary human leukocytes, anti-CD3, IL-2 HTRF, 48 h. Potency, µM (series often up to 9.22 µM), for inactives: at the top dose activation of IL-2 secretion, most hits filed as activators. 330,000 tested, under 10 active. AID 504894; note: % of control where 0% means no effect
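48 hr co-incubation of compounds, a-CD3 beads and primary human leukocytes; IL-2 quantified homogeneously by HTRF with anti-IL-2 K and d2 conjugates.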
* marks the source's active call; other numbers are inactive results; i = inactive; ? = inconclusive; · = no result given; [ ] = another dose, or the depositor's remark. Unless noted, calls come from the whole dose curve; as a rule, active = well fitted curve in the direction sought with a large enough effect; inconclusive = small, poorly fitted or top-dose-only effect, or another doubt; inactive = no such curve, though single readings can be large; an effect the other way counts as inactive or inconclusive.

Results follow in this order: FBPA coupling cs, TSHR antagonist, BCR signal inh, Tb PFK block, Giardia killer, GALK inh, CXXC DNA block, hERG WT inh, AT treatment, TCR act
> CCn1c(C)nc2cc(C(=O)NNC(=O)Nc3ccc(Cl)c(Cl)c3)ccc21
  9.0, -7.5, 8.7%, -5.3%, ·, 3.5%, 4.5%, ·, 1.6%, ·
> Cc1ccc(S(=O)(=O)NCc2ccccc2)cc1C(=O)N(C)Cc1ccccc1F
  ·, -1.3, -1.4%, -0.4%, -0.1, 2.9%, 6.3%, -9.2, 2.7%, 5.3%
> Cc1ccc(C(=O)COc2ccc3c(C)cc(=O)oc3c2)cc1
  -0.2, 0.1, -0.9%, 1.5%, -11.8, 6.0%, 6.8%, -0.8, -3.3%, -5.3%
> COc1ccc(C(=O)Cn2c(NCCO)nc3ccccc32)cc1
  1.5, 1.3, -1.0%, 0.3%, -16.2, -1.9%, -18.1%, -1.7, -0.4%, 2.1%
> O=C(NCC(O)c1ccccc1)c1cccc(S(=O)(=O)N2CCOCC2)c1 (stereo not drawn)
  -2.2, ·, ?, -3.6%, 18.8, 1.0%, -1.2%, -5.5, 5.4%, 8.4%
> O=C(CCS(=O)(=O)Cc1ccccc1)N1CCN(c2ccc([N+](=O)[O-])cc2)CC1
  1.2, -6.1, -1.7%, -6.1%, -24.5, 7.9%, 25.4%, -1.2, -3.1%, -0.3%
> O=C(Cn1cncn1)N/N=C/c1ccccc1O
  4.0, -1.5, 2.2%, -0.1%, -9.7, ·, -1.2%, 8.6, -1.5%, 0.5%
> COc1ccc(OC)c(/C=N/NC(=O)c2cc3c(OC)cccc3[nH]2)c1
  -1.6, -5.7, ?, 1.3%, -6.9, -1.7%, 0.5%, -2.8, 1.1%, 7.2%
> CCc1ccc(NS(=O)(=O)c2ccc3[nH]cc(C(=O)N4CCCCC4)c(=O)c3c2)cc1
  10.0, 31.6, 8.7%, -22.1%, 0.2, -3.1%, -0.8%, ?, ·, -6.0%
> OCC1CCN(Cc2nc(Cc3ccccc3Cl)no2)CC1
  3.0, 5.0, 7.1%, -2.8%, -8.4, 3.7%, 7.4%, i, -6.1%, 0.6%
> C=CCOc1ccc(/C=C\c2nc(O)c([N+](=O)[O-])c(=O)[nH]2)cc1OC
  2.2, 33.0, 2.4%, 3.3%, ?, -10.8%, -13.6%, -19.8, -24.4%, -3.7%
> CCOc1nc(NCCO)nc(NCCC2=CCCCC2)n1
  -1.9, -12.0, ?, 1.8%, -8.5, -4.6%, -3.5%, -4.0, 2.1%, -7.3%[46.1 µM]
> COc1ccc(CCNC(=O)CSCc2ccc(Br)cc2)cc1OC
  -0.5, -9.0, -2.5%, 0.9%, -12.7, -4.1%, -8.7%, -11.7, 3.3%, -2.8%
> CC1CCCC(NS(=O)(=O)c2ccc3c(c2)OCCO3)C1C (stereo not drawn)
  -6.8, 14.7, ?, 0.6%, 6.2, 0.1%, -8.3%, 7.9, 8.2%, 5.5%
> COc1cc(C2c3[nH]c4ccccc4c3C[C@@H]3C(=O)N(Cc4ccco4)CC(=O)N23)cc(OC)c1OC (stereo partly drawn)
  -1.5, -1.6, -1.0%, 7.7%, -17.7, -2.5%, 2.7%, 3.5, 13.3%, -11.8%
> NC(=O)NC(CC(=O)NNC(=O)c1ccccn1)c1ccc(Cl)cc1 (stereo not drawn)
  ·, -5.7, 3.8%, -2.1%, -22.7, ·, ·, 9.0, -11.5%, 3.8%
> COc1ccc(/C=N/NC(=O)CSCc2ccc([N+](=O)[O-])cc2)cc1OC
  -0.2, -8.4, ?, -0.9%, -0.5, 0.3%, 7.9%, -1.6, -2.0%, -4.9%[46.1 µM]
> CCN1CCN(CC(O)COCc2cc(OC)c(OC)c(OC)c2)CC1 (stereo not drawn)
  0.7, -1.7, 0.3%, 12.9%, 9.2, -2.0%, 26.4%, -5.4, 0.8%, 3.8%
> O=C(NCCc1ccco1)C(=O)NCCC1CCCCN1S(=O)(=O)c1ccccc1 (stereo not drawn)
  ·, -10.4, 15.6%, 6.9%, 1.4, ·, ·, -2.4, -0.6%, -1.1%
> NNC(=O)c1cccc(COCC(F)(F)C(F)F)c1
  1.9, 20.2, ?, -5.1%, -29.0, 1.3%, -5.9%, -2.9, 24.8%, 8.8%
> COc1ccc(C(C)=O)cc1CSc1nc2cc(C(=O)O)ccc2c(=O)n1Cc1ccccc1
  15.4, -14.1, ?, 0.5%, 1.6, 0.5%, 9.0%, -2.4, 4.0%, 4.8%[46.1 µM]
> CC(OC(=O)Cc1n[nH]c(=O)c2ccccc12)C(=O)Nc1cc(Cl)cc(Cl)c1 (stereo not drawn)
  ·, 2.3, ?, -0.3%, 6.4, ·, ·, 4.1, -5.8%, 5.7%
> CCOC(=O)C1=Nc2ccccc2C1=[N+]=[N-]
  2.7, 1.8, ?, -2.0%, ?, -0.4%, 8.1%, -6.5, -8.5%, -1.0%
> CCOc1ccc2nc(NC(=O)CSc3nc4ccccc4c(=O)n3Cc3ccco3)sc2c1
  0.1, 9.5, ?, 19.9%, 8.0, -0.7%, 37.0%[activator], ?, 4.5%, -0.9%
> CC(C)CCNC(=O)CCCC1=NS(=O)(=O)c2ccccc2N1
  2.1, -4.3, 0.1%, 6.1%, -16.1, ·, -1.2%, -3.0, 0.5%, 3.3%[46.1 µM]
> COc1cccc(/C(O)=C2/C(=O)C(=O)N(CCN(C)C)C2c2ccccn2)c1 (stereo not drawn)
  -6.5, -3.4, -5.5%, 3.8%, -14.5, 1.7%, 13.1%, -2.3, 7.8%, 1.8%
> O=C(CCN1C(=O)COc2ccccc21)NCc1ccco1
  1.2, 9.5, 1.0%, -0.6%, 9.2, -1.8%, 15.2%, -2.0, -6.4%, ·
> O=C(O)C1CCCN1S(=O)(=O)c1ccc2c(c1)CCC2 (stereo not drawn)
  0.1, -9.4, -0.4%, 1.5%, 3.2, 2.0%, -0.4%, -1.0, -6.9%, 7.1%
> COc1ccc(CCNC(=O)Cn2cnc3c(cnn3-c3ccccc3Cl)c2=O)cc1OC
  -0.9, 6.7, -1.9%, 1.3%, -4.8, -1.3%, 9.5%, -4.9, -4.4%, ·
> CCN(CC)C(=O)NC(c1ccc(C)c(F)c1)C(Cl)(Cl)Cl (stereo not drawn)
  1.1, -8.2, -3.6%, -2.4%, -2.5, 0.3%, 8.6%, -4.0, 1.9%, -1.7%[46.1 µM]
> Cc1noc(C)c1C(=O)N(CC(C)C)c1nc2ccccc2s1
  ·, 13.6, 1.2%, 0.3%, 4.4, 6.6%, -7.8%, 19.3, 5.8%, 2.3%
> CCC(CO)Oc1cc(NC(=O)c2ccc([N+](=O)[O-])cc2)c2ncn(C(C)C)c2c1 (stereo not drawn)
  ·, 1.4, 1.5%, 14.0%, -14.3, ·, ·, 6.0, -7.6%, 6.3%
> COc1ccc(-n2cc(CN(C)Cc3n[nH]c(=O)[nH]3)c(-c3cccc(F)c3)n2)cc1
  -1.9, 11.6, ?, -2.1%, 2.8, 0.2%, 2.8%, 15.0, 3.1%, -0.2%
> CCN(CC)S(=O)(=O)c1cc(C(=O)Nc2ccccc2C(=O)O)ccc1OC
  2.6, -12.8, 3.8%, 4.3%, 0.7, 1.4%, -3.1%, 4.3, 1.3%, 0.2%
> COc1ccc(C[C@H](C(=O)O)N2C(=O)c3ccc(C(=O)O)cc3C2=O)cc1
  -3.1, 45.4, 2.7%, 10.8%, ·, ·, ·, ·, 0.2%, ·
> CC(Cc1cccs1)NC(=O)c1cccs1 (stereo not drawn)
  0.1, -2.9, 0.6%, 0.0%, 9.1, 0.2%, 24.3%, i, 17.9%, -2.6%
> Cc1ccc(S(=O)(=O)NCC(=O)N2CCN(S(=O)(=O)c3ccc(Cl)cc3)CC2)cc1C
  ·, 1.5, -6.1%, 0.0%, -29.5, ·, ·, -27.4, 1.4%, 6.9%
> C=CCN(C(=O)c1ccccc1)c1ccc(OC)cc1
  9.4, -7.3, -1.6%, -1.4%, 10.6, 0.3%, 5.5%, 13.0, -1.7%, -3.6%
> COc1ccc(C(=O)CCC(=O)N2CCN(c3ccc(N4CCOCC4)nn3)CC2)cc1
  -0.6, -1.0, 1.8%, 2.7%, -24.9, 2.8%, -6.5%, -0.9, -2.4%, 4.1%
